RMI-FANCM inh: inhibitors of human RMI core complex binding to FANCM MM2; Fluorescence polarization, RMI core complex with F-MM2 peptide; active compounds read low; FP signal (polarization) at 33 µM; actives 0.58% (n = 70,000); AID 1159607; in the data active = FP signal below about 40; note: inactives centre near 61; strong numbers were not always called active; unit not given here
An asterisk follows results filed as active; & = joins results of further samples.

O=[N+]([O-])c1ccc(N=NS(=O)(=O)c2ccc([N+](=O)[O-])cc2)cc1 was read as RMI-FANCM inh 66.
For CCN1CCN(CC(=O)NCCc2ccccc2)C(=O)C1=O the results were RMI-FANCM inh 59.
Cc1nc(NC(=O)CCc2ccccc2)sc1C was read as RMI-FANCM inh 68.
Screening CCOc1ccc2nc(NC(=O)c3ccc(S(=O)(=O)N4CCC(C)CC4)cc3)sc2c1 returned RMI-FANCM inh 132.
`CSc1nnc(NC(=O)c2ccccc2Br)s1` gave RMI-FANCM inh 68.
Screening CN(c1cnn(-c2ccc(Cl)cc2Cl)c(=O)c1Cl)n1cccc1 returned RMI-FANCM inh 56.
Cc1ccc(OC(=O)c2c([N+](=O)[O-])c(C)nn2C)c(C)c1 was read as RMI-FANCM inh 54.
`CCCC(=O)Nc1ccc2c(c1)N(C(=O)c1cccs1)CC2` gave RMI-FANCM inh 69.
Screening Cc1cc(C)c(-c2nnc(NC(=O)C(C)SC3=NCCS3)s2)c(C)c1 (stereo unspecified) returned RMI-FANCM inh 60.
For c1ccc(CNc2ncnc3scc(-c4cccs4)c23)nc1 the results were RMI-FANCM inh 65.
Screening O=C(NCc1ccccc1)c1c(O)c2ccccc2n(-c2ccccc2)c1=O returned RMI-FANCM inh 64.
Screening CN1C(=O)Cc2cc(NS(=O)(=O)Cc3ccc(Cl)cc3)ccc21 returned RMI-FANCM inh 68.
CCCn1c(=O)c(C#N)nn(-c2ccccc2)c1=O was read as RMI-FANCM inh 56.
`COC(=O)c1c(C)sc2c(C(F)(F)F)cc(OC)nc12` gave RMI-FANCM inh 53.
For O=C(NNC(=O)c1cnn(-c2ccc(Cl)cc2)c1C(F)(F)F)C1=Cc2cc(Cl)ccc2OC1 the results were RMI-FANCM inh 60.
For O=C(COc1ncnc2cc(Cl)ccc12)Nc1cccc(C(F)(F)F)c1 the results were RMI-FANCM inh 54.
Screening COc1ccc(OC)c(NC(=O)CSc2ncc(-c3cccc(Cl)c3)o2)c1 returned RMI-FANCM inh 75.
For CC(C)NC(=O)CSc1nnnn1-c1ccccc1F the results were RMI-FANCM inh 54.
CSc1ccccc1C(=O)NCCn1ncc2c(=O)n(Cc3ccccc3C)cnc21 was read as RMI-FANCM inh 69.
`Cc1nc2c(=O)n(CCc3ccccc3)nc(-c3ccccc3)c2s1` gave RMI-FANCM inh 63.
Screening Cc1nc(N)sc1N=Nc1cccc(S(=O)(=O)N2CCOCC2)c1 returned RMI-FANCM inh 73.
Screening Brc1ccc(CSC2=NCN(Cc3cccnc3)CN2)cc1 returned RMI-FANCM inh 62.
`C=CCn1c(SCC(=O)Nc2c(C)cccc2C)nc2scc(-c3ccc(C)o3)c2c1=O` gave RMI-FANCM inh 128.
Screening COC(=O)c1ccc(C=NC23CC4CC(CC(C4)C2)C3)cc1 returned RMI-FANCM inh 59.
`CC1(CNC(=O)c2cc(Cl)ccc2Cl)C2CC3CC(C2)CC1C3` (stereo unspecified) gave RMI-FANCM inh 65.
For COC(=O)Nc1ccc(S(=O)(=O)N2CCCC(C(=O)Nc3cccnc3)C2)cc1 (stereo unspecified) the results were RMI-FANCM inh 60.
CN(C)/C=C(C=[N+](C)C)/C(C=[N+](C)C)=C/N(C)C was read as RMI-FANCM inh 65.
For CN(C)c1ccc(CCNC(=O)COc2ccc(C(C)(C)C)cc2)cc1 the results were RMI-FANCM inh 69.
Screening CCCS(=O)(=O)N1CCC(c2nnc(-c3ccco3)s2)CC1 returned RMI-FANCM inh 60.
For Cc1cc(NS(=O)(=O)c2ccc(NC(=S)NC(=O)/C=C/c3cccs3)cc2)no1 the results were RMI-FANCM inh 53.
OC(CCN1CCCCC1)c1ccc(-c2ccccc2)cc1 (stereo unspecified) was read as RMI-FANCM inh 60&65.
Cc1cc(-c2ccccc2C(=O)Nc2ccccc2O)on1 was read as RMI-FANCM inh 58&58.
COc1cc(/C=N\N(C(=O)c2ccc(Cl)s2)c2nc3ccc(F)cc3s2)cc(OC)c1OC was read as RMI-FANCM inh 66.
`O=C1NCCCCC1N1CCS(=O)(=O)CC1` (stereo unspecified) gave RMI-FANCM inh 50.
CC1CC(C)CN(S(=O)(=O)c2ccc(C(=O)Nc3nc4ccc(C(C)C)cc4s3)cc2)C1 (stereo unspecified) was read as RMI-FANCM inh 77.
Screening CCOc1ccc(CC(=O)N2CCN(c3ccc(-c4ccc5c(c4)OCO5)nn3)CC2)cc1 returned RMI-FANCM inh 86.
For Cc1onc(-c2c(Cl)cccc2Cl)c1/C=C1/C(=O)Nc2ccccc21 the results were RMI-FANCM inh 55.
For Cc1sc2ncnc(N3CCN(C)CC3)c2c1-c1ccc(Cl)cc1 the results were RMI-FANCM inh 71.
CCc1nnc(NS(=O)(=O)c2ccc(NC(=O)c3ccc(Br)s3)cc2)s1 was read as RMI-FANCM inh 54.
CCN1CCN(c2ccc(N3CCN(C(=O)c4ccc(C)c(C)c4)CC3)nn2)CC1 was read as RMI-FANCM inh 58.
Screening CSc1nc(N)c(NC(=O)c2ccc(Br)o2)c(=O)[nH]1 returned RMI-FANCM inh 56.
COc1ccc(-c2nn(-c3ccccc3)cc2C2CC(c3ccco3)=NN2S(C)(=O)=O)cc1 (stereo unspecified) was read as RMI-FANCM inh 95.
Screening C=CCn1c(SCCC(=O)Nc2ccc(-c3nc4ccccc4s3)cc2)nc2scc(-c3ccco3)c2c1=O returned RMI-FANCM inh 79.
Screening O=C(/C=C/c1ccc2c(c1)OCO2)NCc1n[nH]c(=O)c2ccccc12 returned RMI-FANCM inh 53.
Screening CCOc1ccc(C)cc1S(=O)(=O)Nc1ccc2c(c1)OCC(C)(C)C(=O)N2CC returned RMI-FANCM inh 64.
For O=C(NC1CC(=O)N(c2cccc(F)c2)C1)N1CCN(Cc2ccc3c(c2)OCO3)CC1 (stereo unspecified) the results were RMI-FANCM inh 58.
Screening Cc1nn(-c2ccccc2)c2nc3ccccc3c(N3CCOCC3)c12 returned RMI-FANCM inh 57.
CCOc1ccc(-c2noc(CSc3nc4cc5c(cc4c(=O)n3C3CCCC3)OCO5)n2)cc1 was read as RMI-FANCM inh 79.
`O=C(NC(=O)N1CCCC1)c1ccc(Oc2cc(Cl)cc(Cl)c2)c([N+](=O)[O-])c1` gave RMI-FANCM inh 39.
Screening COc1cccc(-c2csc(NC(=O)c3ccc(C(=O)c4ccccc4)cc3)n2)c1 returned RMI-FANCM inh 57.
`CS/C(=C(/C#N)S(=O)(=O)c1ccc(Cl)cc1)N1CCSCC1` gave RMI-FANCM inh 59.
`C#C[C@]1(OC(C)=O)CCC2C3CCC4=CC(=O)CC[C@@H]4C3CC[C@@]21C` (stereo partly specified) gave RMI-FANCM inh 51.
`CCn1c(=NC(=O)CSCC(=O)Nc2nccs2)sc2ccccc21` gave RMI-FANCM inh 76.
For CCc1c(C)[nH]c(=S)[nH]c1=O the results were RMI-FANCM inh 69.
Screening O=C(COc1coc(CN2CCc3ccccc3C2)cc1=O)N1CCC(Cc2ccccc2)CC1 returned RMI-FANCM inh 66.
Screening CNC(=O)Nc1ccc(Oc2cncc(Cl)c2)nc1 returned RMI-FANCM inh 59.
Screening Cc1ccc(NC(=O)Cn2ncn3nc(-c4ccc(F)cc4)cc3c2=O)cc1F returned RMI-FANCM inh 131.
Screening CCOC(=O)c1c(-c2ccc(C)c(C)c2)csc1NC(=O)c1cccnc1 returned RMI-FANCM inh 72.
Screening CN1C(=O)C(C)(C)COc2ccc(NC(=O)c3ccc(Br)cc3)cc21 returned RMI-FANCM inh 68.
`FC(F)(F)c1cc(-c2ccc(Cl)cc2)nc2cc(-c3ccccc3)nn12` gave RMI-FANCM inh 55.
For COc1cc2nc(C(C)(C)C)oc(=O)c2cc1OC the results were RMI-FANCM inh 55.
For COC(=O)c1cc(OC)c(OC)cc1N/C=C(/C#N)C(=O)Nc1ccc(F)cc1 the results were RMI-FANCM inh 76.
Screening Cc1cc(NC(=O)COc2ccccc2F)n(-c2nc3c(cnn3-c3cccc(Cl)c3)c(=O)[nH]2)n1 returned RMI-FANCM inh 64.
For CN(C)CCN(C(=O)c1ccc(C(=O)c2ccccc2)cc1)c1nc2cc3c(cc2s1)OCO3 the results were RMI-FANCM inh 77.
`Cc1sc2nc(CCCN3C(=O)c4cccc5cccc(c45)C3=O)n(CCO)c(=O)c2c1C` gave RMI-FANCM inh 66.
Fc1ccc(-c2csc(N/N=C\c3ccccc3)n2)cc1 was read as RMI-FANCM inh 56.
`COc1cc(N/C=C(\C#N)C(=O)NC(C)=O)c(OC)cc1Cl` gave RMI-FANCM inh 54.
For COc1ccc(NS(=O)(=O)c2ccc(N3C(=O)CCC3=O)cc2)c(OC)c1 the results were RMI-FANCM inh 63.
Screening CC1(C)COc2ccc(NC(=O)c3ccccc3Br)cc2NC1=O returned RMI-FANCM inh 69.
Screening Clc1ccc(-c2ccc3c4ccccc4cc-3o2)cc1 returned RMI-FANCM inh 49.
`O=C(c1ccc(Cl)cc1)c1ccc(OCC(O)CN2CCN(c3ccccc3F)CC2)cc1` (stereo unspecified) gave RMI-FANCM inh 60.
Cc1cc(C)c(S(=O)(=O)N2CCN(Cc3ccccc3)CC2)c(C)c1N(C)S(C)(=O)=O was read as RMI-FANCM inh 63.

By substructure: the compounds so far with fluorine (twelve)
`COC(=O)c1c(C)sc2c(C(F)(F)F)cc(OC)nc12` gave RMI-FANCM inh 53.
For O=C(NNC(=O)c1cnn(-c2ccc(Cl)cc2)c1C(F)(F)F)C1=Cc2cc(Cl)ccc2OC1 the results were RMI-FANCM inh 60.
For O=C(COc1ncnc2cc(Cl)ccc12)Nc1cccc(C(F)(F)F)c1 the results were RMI-FANCM inh 54.
For CC(C)NC(=O)CSc1nnnn1-c1ccccc1F the results were RMI-FANCM inh 54.
COc1cc(/C=N\N(C(=O)c2ccc(Cl)s2)c2nc3ccc(F)cc3s2)cc(OC)c1OC was read as RMI-FANCM inh 66.
For O=C(NC1CC(=O)N(c2cccc(F)c2)C1)N1CCN(Cc2ccc3c(c2)OCO3)CC1 (stereo unspecified) the results were RMI-FANCM inh 58.
Screening Cc1ccc(NC(=O)Cn2ncn3nc(-c4ccc(F)cc4)cc3c2=O)cc1F returned RMI-FANCM inh 131.
`FC(F)(F)c1cc(-c2ccc(Cl)cc2)nc2cc(-c3ccccc3)nn12` gave RMI-FANCM inh 55.
For COC(=O)c1cc(OC)c(OC)cc1N/C=C(/C#N)C(=O)Nc1ccc(F)cc1 the results were RMI-FANCM inh 76.
Screening Cc1cc(NC(=O)COc2ccccc2F)n(-c2nc3c(cnn3-c3cccc(Cl)c3)c(=O)[nH]2)n1 returned RMI-FANCM inh 64.
Fc1ccc(-c2csc(N/N=C\c3ccccc3)n2)cc1 was read as RMI-FANCM inh 56.
`O=C(c1ccc(Cl)cc1)c1ccc(OCC(O)CN2CCN(c3ccccc3F)CC2)cc1` (stereo unspecified) gave RMI-FANCM inh 60.

Additional results follow.
`Cc1ccc(OCCCC(=O)Nc2ccccc2C(N)=O)c(C)c1` gave RMI-FANCM inh 66.
`Cn1c(SCC(=O)Nc2ccc3c(c2)OCO3)nnc1-c1ccc(=O)n(C)c1` gave RMI-FANCM inh 63.
`CC1=C(C(N)=O)C(c2ccccc2Cl)N2C(=O)CSC2=N1` (stereo unspecified) gave RMI-FANCM inh 66.
CN(CC(=O)c1ccc(O)c(O)c1)C(=O)CCN1C(=O)/C(=C/c2ccccc2Cl)SC1=S was read as RMI-FANCM inh 48.
Screening O=C(COc1ccc(F)cc1)NCC(=O)N1CCOC(c2ccccc2)C1 (stereo unspecified) returned RMI-FANCM inh 72.
CCOC(=O)C1CCCN(C(=O)C(=O)c2cn(CC(=O)N3CCOCC3)c3ccccc23)C1 (stereo unspecified) was read as RMI-FANCM inh 67.
`O=S(=O)(c1ccc(Cl)c(Cl)c1)N1CCN(c2ccc3nncn3n2)CC1` gave RMI-FANCM inh 71.
Cc1cc(C(=O)O)c(C)n1Cc1cccs1 was read as RMI-FANCM inh 52.
COc1ccccc1NC(=O)C(=O)NCC(C)C was read as RMI-FANCM inh 56.
`N#CCS(=O)(=O)c1cn(CC(=O)N2CCCC2)c2ccccc12` gave RMI-FANCM inh 57.
For C=Cc1c(C)c2cc3nc(cc4[nH]c(cc5nc(cc1[nH]2)C(C)=C5CCC(=O)O)c(CCC(=O)O)c4C)[C@@]1(C)C3=CC=C(C(=O)OC)C1C(=O)OC (stereo partly specified) the results were RMI-FANCM inh 52.
For NNC(=S)Nc1cccc(O)c1 the results were RMI-FANCM inh 56.
Cc1[nH]c2c(CN3C(=O)c4ccccc4C3=O)cc(F)cc2c1C was read as RMI-FANCM inh 64.
`CCOC(=O)CCC(=O)N1CCC(c2nnc(-c3ccc(F)cc3)o2)CC1` gave RMI-FANCM inh 60.
`c1ccc2c(c1)ncn2CC1CCCCC1` gave RMI-FANCM inh 51.
`Cn1nc2c(c1NC(=O)c1ccc(S(C)(=O)=O)cc1)CCC2` gave RMI-FANCM inh 64.
`O=C(NCc1ccccc1)N1CCN(c2ccc(-c3ccco3)nn2)CC1` gave RMI-FANCM inh 70.
`CC(=O)NC(CO)C(O)c1ccc([N+](=O)[O-])cc1` (stereo unspecified) gave RMI-FANCM inh 56.
Screening Cc1noc(C)c1C(=O)O/N=C(\c1cccs1)C(C)(C)C returned RMI-FANCM inh 58&51.
Cc1ccc(C2=NN(S(C)(=O)=O)C(c3cccs3)C2)cc1 (stereo unspecified) was read as RMI-FANCM inh 63.
COc1ccc(Nc2ncnc3c2oc2ccccc23)c(OC)c1 was read as RMI-FANCM inh 66.
Screening Cc1ccc(NC(=O)C(=O)NCC2CCN(C3CCCC3)CC2)cc1F returned RMI-FANCM inh 78.
Screening On1c(-c2ccccc2)cc2ccccc21 returned RMI-FANCM inh 57.
`COc1cccc(C(=O)NCC(c2ccc3c(c2)CCCN3C)N2CCCC2)c1OC` (stereo unspecified) gave RMI-FANCM inh 74.
For Cn1c(=NC(=O)C2CC2)sc2cc(F)cc(F)c21 the results were RMI-FANCM inh 61.
`CC1CN(C(=O)Cn2cnc3c(nnn3-c3ccc(OC(F)(F)F)cc3)c2=O)CC(C)O1` (stereo unspecified) gave RMI-FANCM inh 57.
O=c1cccnn1CCNS(=O)(=O)c1ccccc1Cl was read as RMI-FANCM inh 64.
`Cc1oc(-c2ccc(Cl)cc2)cc1C(=O)N1CCN(c2ncccc2C(F)(F)F)CC1` gave RMI-FANCM inh 52.
Screening COC(=O)/C(=C\Nc1ccc(Sc2cc(Cl)ccc2Cl)nc1)NC(=O)c1ccccc1 returned RMI-FANCM inh 54.

From PubChem

Only part of the results is shown; rates above refer to the full screens.
